# From PubChem BioAssay
# AmpC det inh – Promiscuous and Specific Inhibitors of AmpC Beta-Lactamase (assay with detergent). P00811. purified AmpC, nitrocefin hydrolysis with detergent. Potency, µM (highest dose often 28.7 µM), without a hit: at the top dose activity change, negative = inhibition. 0.09% of 71,000 active; active = well fitted curve in the direction sought with a large enough effect
# Target sequence (P00811 whole entry, looked up): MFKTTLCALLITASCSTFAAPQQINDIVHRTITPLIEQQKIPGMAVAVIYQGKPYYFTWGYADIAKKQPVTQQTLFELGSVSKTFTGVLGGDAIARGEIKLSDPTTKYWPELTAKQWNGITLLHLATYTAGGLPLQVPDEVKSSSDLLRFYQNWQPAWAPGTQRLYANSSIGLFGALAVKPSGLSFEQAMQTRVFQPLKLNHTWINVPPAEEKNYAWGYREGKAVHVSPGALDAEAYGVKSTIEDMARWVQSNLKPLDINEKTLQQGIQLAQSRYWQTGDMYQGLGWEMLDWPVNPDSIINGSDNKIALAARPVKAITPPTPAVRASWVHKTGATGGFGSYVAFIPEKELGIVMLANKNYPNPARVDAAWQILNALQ
#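 E. coli AmpC (5.3 nM) in 20 mM phosphate pH 7.0 with 0.01% Triton X-100, preincubated 15 min RT with compound; nitrocefin (2 uL of 800 uM stock) hydrolysis followed by 480 nm absorbance every 20 s over 4 min.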
# Numbers without * were called inactive; [ ] = dose if it differs, or a comment. % is set by controls: 0 for no effect and ±100 for the full control effect; potency is the fitted concentration of half-maximal effect. Some of the compounds tested; the hit share may differ from the screen's.
SMILES | AmpC det inh
COc1ccccc1-c1ccc(=O)n(CC(=O)NCc2ccc3c(c2)OCO3)n1 | 14%
Cc1nn(-c2ccccc2)c2[nH]c(=O)c(CNc3ccc4c(c3)OCCO4)cc12 | -1%
Nc1[nH]nc2nc(N3CCCC3)nc(-c3ccccc3)c12 | 10%
COc1ccc(C(=O)N2CCC3(CCCN(Cc4ccc(C#N)cc4)C3)CC2)cc1 | -1%
Cc1nn(-c2nc3ccccc3s2)c(N)c1Sc1ccc(F)cc1 | -5%
CCOC(=O)CN1C(=O)C(CC)Oc2ccccc21 (configuration not stated) | -4%
Cc1cc(NC(=O)c2cnn3cccnc23)nn1CC(=O)Nc1cccnc1 | 10%
N#CCSCC(=O)Nc1ccc(F)cc1 | -6%
Cc1noc(C)c1-c1nccc(NCCN2CCOCC2)n1 | 5%
O=C(c1cccc(F)c1)N1CCC2(CC1)CN(c1cccc(-c3ccccc3)c1)C2 | 12%
COc1ccc(-c2nc(CSCC(=O)N3CCC(C(N)=O)CC3)c(C)o2)cc1OC | 2%
CCCC(c1nnnn1CS(=O)(=O)c1ccc(C)cc1)N1CCN(c2ccc(F)cc2)CC1 (configuration not stated) | 1%
O=C(O)/C=C\C(=O)Nc1ccccn1 | -1%[5.75 µM]
COc1ccccc1-n1cnnc1SCC(=O)Nc1cc(C(C)(C)C)nn1-c1ccccc1 | -4%
C=C(C)CSCc1nc2ccccc2[nH]1 | -6%
CN1CCN(C(=O)COc2ccc(C(C)(C)C)cc2Br)CC1 | -3%
COCCn1c(=O)c(-c2cccc(C#N)c2)nc2cnc(OCc3ccccc3)nc21 | 1%
Cc1nc2ccccc2n1CCC(=O)Nc1cccc(F)c1 | 16%
O=C(NCc1ccco1)c1cc2c(s1)CCCCC2 | -3%
O=C(O)CCc1ccc(-c2ccccc2)n1Cc1ccco1 | -2%
N#Cc1cc2cc3c(cc2nc1N1CCOCC1)OCO3 | 13%
CC(=O)N1CCC(C(=O)Nc2ccccc2)(N(Cc2ccccc2)C(=O)c2cccnc2)CC1 | -3%
O=[N+]([O-])CCO | 8%
O=c1c2ccccc2nc2n1CCS2 | -9%
O=S(=O)(c1ccccc1)N1CCC2(CCCN(c3ccccc3)C2)CC1 | 1%

# Continuation.
SMILES | AmpC det inh
O=C(NCC1CCS(=O)(=O)C1)Oc1ccccc1 (configuration not stated) | -2%
COc1cccc(Cn2c(=O)c(-c3ccc(Cl)cc3)nc3cncnc32)c1 | 1%
CCN(CC)CCNC(=O)C1c2ccccc2C(=O)N(C)C1c1cn(C)c2ccccc12 (configuration not stated) | -4%
CCOC(=O)N1CCN(C(=O)c2ccc(CNS(=O)(=O)c3ccc(C)cc3)cc2)CC1 | -3%
Cn1nc(-c2ccc(N3CCOCC3)c(NC(=O)c3ccccc3)c2)c2ccccc2c1=O | 0%
O=C(OCn1nnc2ccccc2c1=O)c1ccc2ncsc2c1 | -1%
CCOc1ccccc1-n1c(SCC(=O)NC2CCCC2)nnc1-c1ccoc1C | 10%
CS(=O)(=O)N(CCc1ccccc1)CC(=O)NCc1ccccn1 | -3%
N#CC(C(=O)c1ccc(S(=O)(=O)N2CCCCCC2)cc1)c1nc2ccccc2[nH]1 (configuration not stated) | 13%
Cc1ccc(-c2noc(CNCCCN(C)C)n2)cc1 | -4%
CSc1nc2ccccc2n1CC(=O)Nc1ccccc1 | 4%
Cc1noc(/C=C/N(C)C)c1S(=O)(=O)N1CCCC(C(=O)NCCC2=CCCCC2)C1 (configuration not stated) | 6%
O=c1c2ccccc2[nH]c(=S)n1-c1ccc2c(c1)OCO2 | -3%
O=C1c2ccncc2C(=O)N1CO | 4%
O=P1(O)C=C(c2ccccc2)NC(c2ccccc2)=C1 | -3%
O=C(O)CCCC(=O)Nc1cccc(C(F)(F)F)c1 | 12%
CN1CCN(c2ccccc2NC(=O)c2cc(Br)ccc2Cl)CC1 | -1%
Cn1c(=O)c2c(nc(CN3CCC(C(N)=O)CC3)n2CCc2ccccc2)n(C)c1=O | 17%
CC(C)C[C@@H](CC(=O)N[C@H](CC(=O)N[C@@H]1CCCC[C@H]1C(=O)N[C@H](CC(=O)N[C@@H](CCC(=O)O)CC(=O)O)Cc1ccccc1)C(C)C)NC(=O)[C@@H]1CNCC[C@H]1N | 18%
CCC1CCCCN1CCCNC(=O)COc1cc(=O)n(C)c2ccccc12 (configuration not stated) | -6%
N#CC(C(=O)NCc1ccco1)c1nc2ccccc2nc1N1CCOCC1 (configuration not stated) | -4%
COC(=O)c1ccccc1NC(=O)C1CCCCC1C(=O)O (configuration not stated) | 0%
CC1(C)SC2c3ccccc3C(=O)N2[C@@H]1C(=O)NCc1ccco1 (some centres not stated) | -2%
CCC(=O)OCCn1c(=O)c2cc3c(=O)n(CCOC(=O)CC)c(=O)c3cc2c1=O | 1%
COc1cccc(Cn2c(=O)cnc3cnc(Oc4ccccc4)nc32)c1 | 1%

# Of the compounds above, these have a cyano group:
SMILES | AmpC det inh
COc1ccc(C(=O)N2CCC3(CCCN(Cc4ccc(C#N)cc4)C3)CC2)cc1 | -1%
N#CCSCC(=O)Nc1ccc(F)cc1 | -6%
COCCn1c(=O)c(-c2cccc(C#N)c2)nc2cnc(OCc3ccccc3)nc21 | 1%
N#Cc1cc2cc3c(cc2nc1N1CCOCC1)OCO3 | 13%
N#CC(C(=O)c1ccc(S(=O)(=O)N2CCCCCC2)cc1)c1nc2ccccc2[nH]1 (configuration not stated) | 13%
N#CC(C(=O)NCc1ccco1)c1nc2ccccc2nc1N1CCOCC1 (configuration not stated) | -4%

# Looked up one by one from the list above (two):
SMILES | AmpC det inh
O=C(O)CCc1ccc(-c2ccccc2)n1Cc1ccco1 | -2%
N#Cc1cc2cc3c(cc2nc1N1CCOCC1)OCO3 | 13%

# More entries
SMILES | AmpC det inh
COc1ccccc1OCc1nc2ccccc2[nH]1 | -9%
CN1CCN(C(=O)c2ccc(COc3ccc(Cl)cc3Cl)cc2)CC1 | -1%
COc1ccc(C2C(C(C)=O)=C(C)Nc3ncnn32)cc1OC (configuration not stated) | 0%
N#Cc1ccc(CSc2nnc(NC(=O)CN3C(=O)C4CC=CCC4C3=O)s2)cc1 (configuration not stated) | -6%
O=C(Nc1ccccn1)N1CCOCC1 | 10%
CCCSc1oc(-c2ccco2)nc1S(=O)(=O)c1ccccc1 | -6%
CC(=O)c1cnc(Nc2nc(C)c3ccccc3n2)nc1C | 11%
O=C1CN(c2ccccc2Cl)C(=O)CN1c1ccccc1Cl | -3%
COc1ccc(OC)c(C(=O)CSc2nnc(-c3cccs3)o2)c1 | 8%
Cc1ccc(S(=O)(=O)N2CCOCC2)cc1C(=O)NCc1ccco1 | 8%
COc1ccc(NC(C)=O)cc1NC(=O)CN1CCN(C2c3ccccc3-c3ccccc32)CC1 | -3%
CCOC(=O)CNC(=O)CSc1ncnc2c1cnn2Cc1ccccc1 | -1%
COc1ccc(-n2c(=O)c(CCc3ccccc3)nc3cncnc32)cc1 | -1%
CC(=O)N=c1sc(C(C)(C)C)c(C)n1C | -1%
COc1cc(C2CC(=O)c3cnc(NC(=O)COc4ccccc4)nc3C2)cc(OC)c1OC (configuration not stated) | -3%
COc1ccccc1CN1CCC2(CC1)CCN(S(C)(=O)=O)CC2 | -1%
CCN1CCN(C(=O)C2CC(c3ccc(F)cc3)=NO2)CC1 (configuration not stated) | 13%
COc1ccc(OC)c(S(=O)(=O)N2CCN(C)CC2)c1 | -1%
Cc1ccc(C)c(SCC(=O)Nc2nnc(-c3ccccc3)o2)c1 | 5%
CCOC(=O)c1ccc2nc(NC(=O)c3cccs3)sc2c1 | 7%
Cn1c(=O)c2cc(S(=O)(=O)NC(C(=O)NCc3cccnc3)c3ccccc3)ccc2n(C)c1=O (configuration not stated) | 14%
O=S(=O)(NC1CC2CCC1C2)c1ccc(Br)s1 (configuration not stated) | -1%
Cc1ccc2c(c1)-c1c(ssc1=S)C(C)(C)N2C(=O)CSc1nncn1C | 6%
O=C(NCc1ccco1)c1cnn2c1NC(c1ccc(Br)cc1)CC2C(F)(F)F (configuration not stated) | 5%
O=C(O)c1ccc(NS(=O)(=O)/C=C/c2ccccc2)cc1O | -2%

# The results go on.
SMILES | AmpC det inh
O=C(O)c1ccc(NCc2nc3cc4ccccc4cc3[nH]2)cc1 | -7%[5.75 µM]
C1CCC(OCCN2CCN(CCOC3CCCCC3)CC2)CC1 | -6%
CCCCCCN(CCCCCC)C(=O)Cc1c(-c2ccc(Cl)cc2)[nH]c2ccc(Cl)cc12 | -4%
Cc1cc(NC(=O)CCC2CCCC2)no1 | -1%
O=C(c1cccc2ccccc12)N1CCN(CC2CC=CCC2)CC1 (configuration not stated) | 0%
CCN1CCCC1CNC(=O)CSc1cc(=O)n(C)c2cc(Cl)ccc12 (configuration not stated) | 0%
CC(=O)Nc1ccc(S(=O)(=O)N2CCC(NC(=O)C(Cc3cccn3C)NC(C)=O)CC2)cc1 (configuration not stated) | 0%
CCn1nnnc1SCC(=O)Nc1ccc(OCc2ccccc2)cc1 | 2%
Oc1ccccc1C1=Nc2nc3ccccc3n2C(c2ccccc2)C1 (configuration not stated) | 4%
CCc1ccc(NC(=O)CCn2c(=O)oc3ccccc32)cc1 | 0%
FC(F)(F)c1ccccc1-c1nccc(NCc2cccs2)n1 | 6%
O=C(O)COc1ccc(Cl)cc1CO | -3%
O=C(c1cc2ccccn2n1)N1CCCC1 | 3%
CCC(=O)Nc1cccc(NC(=O)CSc2nnc(C(C)C)n2CC)c1 | 6%
Cc1nnc(Oc2ccccc2)c2ccccc12 | 0%
c1ccc(Cn2nnnc2C(c2ccncc2)N2CCOCC2)cc1 (configuration not stated) | -3%
Cc1cccc(N2CCN(C(=O)Cn3nc(Cc4ccncc4)c4ccccc4c3=O)CC2)c1C | 7%
O=C(O)CC(NC(=O)OCc1ccccc1)c1ccccc1 (configuration not stated) | 5%
O=C(Cc1ccccc1)N(c1ccc(F)cc1)C1C=CS(=O)(=O)C1 (configuration not stated) | -2%
CC1=C(C#N)C(C(F)(F)F)(C(F)(F)F)N=C(c2ccco2)N1 | -6%
CCCCC(SCC(=O)Nc1ccccc1)C(=O)O (configuration not stated) | -1%
COc1cc(S(=O)(=O)N(Cc2cccnc2)Cc2ccco2)ccc1-n1cnnn1 | 5%
CCN(CCCNC(=O)CCCCn1c(=O)[nH]c2ccccc2c1=O)c1ccccc1 | -2%
COc1ccccc1-n1c(CNC(=O)c2ccco2)nnc1SCC(=O)Nc1ccc(F)cc1 | 9%
Clc1ccccc1-c1nc(-c2ccccc2)n[nH]1 | 6%

# Additional compounds follow:
SMILES | AmpC det inh
COC(=O)c1ccc2c(=O)n(CCCN3CCCC3=O)c(=S)[nH]c2c1 | 0%
COCCNC(=O)CSc1nc(-c2ccc(OC)c(OC)c2)cc(C(F)(F)F)n1 | 14%
COc1ccc(N2C(=O)CCC(C(C)=O)=C2C)cc1 | -2%
COc1ccccc1N1CCN(c2ncnc3c2oc2ccccc23)CC1 | 19%
O=c1cccc2n1CC1CC2CN(Cc2cccc(Cl)c2Cl)C1 (configuration not stated) | -3%
CCOC(=O)c1csc(NC(=O)c2cc(OC)c(OC)c(OC)c2)n1 | 10%
O=c1cc(O)nc(SCc2ccccc2)[nH]1 | -4%
Cc1ccc(NC2c3ncccc3C(=O)N2C2CCCCC2)cc1C (configuration not stated) | -1%
CCN(CC(=O)Nc1ccccc1C(=O)OC)S(=O)(=O)c1ccccc1 | -4%
CC1=C(C(=O)N(C)Cc2ccccc2)C2(CCC(C)CC2)OC1=O (configuration not stated) | -4%
Cc1ccc(-n2ncc3c2ncn2c(C)nnc32)cc1C | -4%
CC(=O)Nc1ccc(S(=O)(=O)N2CCN(C(=O)Cc3ccccc3)CC2)cc1 | -5%
N#CCCn1c(=O)c(-c2cc(F)cc(F)c2)nc2cnc(OCc3ccccc3)nc21 | 2%
O=S(=O)(NCc1cccnc1)c1ccc(Cl)c(Cl)c1Cl | -5%
CCC(=O)NCCc1cc2ccc(C)cc2[nH]c1=O | 11%
Cc1ccc(S(=O)(=O)Cc2ccc(C(=O)NCc3ccc4c(c3)OCO4)o2)cc1 | -1%
Cc1cc2ncn(S(=O)(=O)c3ccc(S(=O)(=O)N4CCOCC4)cc3)c2cc1C | 9%
CCC(=NCc1ccc2c(c1)OCO2)c1c(O)n(C2CCCCC2)c(=O)[nH]c1=O | -3%
O=C(Nc1ccc2c(c1)OCO2)OCc1ccccc1 | 0%
O=C(c1ccccc1CCc1ccccc1)N1CCN(c2ccccn2)CC1 | -2%
C=C(C)COc1ccc(-c2[nH]ncc2Oc2ccccc2OCC)c(O)c1 | 8%
COCCCn1c(CCC(=O)O)ccc1-c1cccs1 | -3%
CCOc1cc(C(=O)NCc2ccncc2)cc(OCC)c1OCC | -5%
O=C(CCCCCn1c(=O)[nH]c2ccccc2c1=O)N1CCN(Cc2ccc3c(c2)OCO3)CC1 | 23%
CN(C)CCCN1c2ccccc2Sc2ccc3ccccc3c21 | -1%[5.75 µM]

# Further entries.
SMILES | AmpC det inh
CCOC(=O)N1CCC(NC(=O)CCC(=O)N2CC(C)Oc3ccccc32)CC1 (configuration not stated) | 2%
O=C(Nc1cccc(-c2cnc3ccccc3n2)c1)c1ccco1 | -1%
COc1ccccc1C(=O)Nn1c(C2CCC2)nc2ccccc2c1=O | -1%
COCc1nnc(NS(=O)(=O)c2ccccc2)s1 | -3%
COC(=O)C1CC1C(NC(=O)[C@H]1CCCCN1)c1ccccc1 (some centres not stated) | -3%
O=C(Oc1ccccc1)N1CCC2(CC1)CN(c1ccccc1)C2 | 3%

# Quoted from the listing.
# AmpC det inh, `COc1ccccc1C(=O)Nn1c(C2CCC2)nc2ccccc2c1=O` = -1%
# AmpC det inh, `CCOC(=O)N1CCC(NC(=O)CCC(=O)N2CC(C)Oc3ccccc32)CC1` (configuration not stated) = 2%
# AmpC det inh, `O=C(Nc1cccc(-c2cnc3ccccc3n2)c1)c1ccco1` = -1%
# AmpC det inh, `COCc1nnc(NS(=O)(=O)c2ccccc2)s1` = -3%
# AmpC det inh, `COC(=O)C1CC1C(NC(=O)[C@H]1CCCCN1)c1ccccc1` (some centres not stated) = -3%
